Source: PubChem
D3 antag: blocks the human D3 dopamine receptor | P35462 | D3R cells, DiscoveRx beta-arrestin luminescence, antagonist mode; active compounds read low | max response, negative = inhibition, % | 360,000 tested, 2.5% active | AID 652054; in the data active means max response below about -50%; inconclusive means no clear call, values can overlap the other calls; further: on the % scale 0 is the no-effect control and ±100 the full control effect; mostly tested at two doses, the higher about 12 µM
Target sequence (P35462 whole entry, looked up): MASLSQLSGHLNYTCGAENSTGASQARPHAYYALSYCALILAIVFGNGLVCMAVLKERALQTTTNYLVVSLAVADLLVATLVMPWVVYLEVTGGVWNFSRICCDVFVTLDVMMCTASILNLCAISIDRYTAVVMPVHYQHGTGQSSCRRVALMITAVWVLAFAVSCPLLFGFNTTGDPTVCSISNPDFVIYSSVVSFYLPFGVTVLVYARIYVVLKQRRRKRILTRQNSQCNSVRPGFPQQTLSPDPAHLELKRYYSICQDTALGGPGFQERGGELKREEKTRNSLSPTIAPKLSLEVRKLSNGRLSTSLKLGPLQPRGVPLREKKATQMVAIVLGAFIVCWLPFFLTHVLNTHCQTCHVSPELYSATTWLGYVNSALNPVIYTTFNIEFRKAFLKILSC
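Cells plated overnight at 1500 cells/well, then exposed to library compounds with dopamine controls for 90 minutes at 37 degrees C. DiscoveRx reagent added for 30–60 minutes at room temperature; luminescence read, quantitative HTS format.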
GLP1R inv ag: GLP-1 receptor (human) inverse agonism | HEK293 GLP-1R CRE-luciferase, luminescence, 24 h; GLP-1R form is constitutively active | 410,000 tested, 1.6% active | P43220 | Potency, µM (series often up to 38.3 µM), for inactives: at the highest dose activity change, negative = inhibition, actives largely listed as inhibitors; further: potency means the concentration at half of the fitted maximal effect; on the % scale 0 is the no-effect control and ±100 the full control effect; nearly all actives have a fitted effect of over 55% in size
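Assay principle: reduced luminescence from a cAMP-responsive reporter in HEK293 cells co-expressing a constitutively active GLP-1R. Conditions: 24 hr compound incubation, 37 deg C, 5% CO2.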
PI5P4K alpha inh: inhibitors of human PI5P4K alpha; P48426; PI5P4Kalpha enzyme, ADP-Glo luminescence, 60 min; active compounds read low; max response, %; 330,000 tested, 1.2% active; AID 652105; active means max response of -50% or lower; inconclusive means between -30% and -50%; inactive means -30% or higher; further: value at the top dose of about 77 µM; on the % scale 0 is the no-effect control and ±100 the full control effect
Target sequence (P48426 whole entry, looked up): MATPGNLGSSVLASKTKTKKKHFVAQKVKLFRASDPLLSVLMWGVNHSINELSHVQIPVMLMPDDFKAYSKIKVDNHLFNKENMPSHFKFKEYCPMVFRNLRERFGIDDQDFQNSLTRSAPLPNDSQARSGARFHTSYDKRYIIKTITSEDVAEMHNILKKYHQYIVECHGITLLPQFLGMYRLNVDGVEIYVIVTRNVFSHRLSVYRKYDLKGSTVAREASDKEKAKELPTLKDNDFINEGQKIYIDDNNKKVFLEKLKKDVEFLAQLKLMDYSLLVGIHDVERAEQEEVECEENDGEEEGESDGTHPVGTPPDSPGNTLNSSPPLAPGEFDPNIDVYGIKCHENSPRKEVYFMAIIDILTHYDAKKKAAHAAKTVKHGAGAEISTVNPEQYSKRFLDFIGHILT
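PI5P4Kalpha ADP-Glo assay; 5 microM ATP final; 60 min RT reaction; HEPES pH 7.4/EGTA/CHAPS, 5% DMSO; controls lacking substrate or enzyme; luminescent end-point.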
PLK1 PBD inh: blocks phosphopeptide binding to human PLK1 polo-box domain; Potency, µM, without a hit: max response, negative = inhibition, usual class: inhibitors; P53350; 360,000 tested, 2.8% active; AID 720504; Plk1 PBD binding of FITC phosphopeptide, fluorescence polarization; further: potency means the concentration at half of the fitted maximal effect; series mostly up to about 57 µM; on the % scale 0 is the no-effect control and ±100 the full control effect; nearly all actives have a fitted effect of over 65% in size
WRN helicase inh: blocks human WRN helicase; Q14191; WRN helicase unwinding, fluorescent forked duplex, kinetic; Potency, µM (series often up to 114 µM), inactives show at the top dose activity change, negative = inhibition, usual class: inhibitors; 360,000 tested, 0.46% active; AID 651768; further: potency means the concentration at half of the fitted maximal effect; on the % scale 0 is the no-effect control and ±100 the full control effect; nearly all actives have a fitted effect of over 55% in size
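WRN at 20 nM final preincubated with compound 15 min at room temperature; reaction started with 100 nM fluorophore/quencher forked duplex oligonucleotide and 2 mM ATP final. Unwinding followed kinetically by red fluorescence (ex 525, em 598 nm).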
DRD3 agonist: agonists of human D3 dopamine receptor | P35462 | D3R DiscoveRx beta-arrestin cells, luminescence, 90 min | max activation, % | AID 652048 | 410,000 tested, 0.58% active; in the data active means max activation above about 30%; further: 0% is about no effect; mostly tested at two doses, the higher about 12 µM
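Agonist-mode cell screen: cells plated at 1500/well and incubated overnight at 37 °C, then exposed to library compounds for 90 min at 37 °C. Detection reagent was added for 30–60 min at room temperature, and luminescence was read.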
GLP-1R agonist: activates the human GLP-1 receptor. P43220. HEK293 GLP-1R CRE-luciferase, luminescence, 4-6 h; cells express a hypersensitive GLP-1R form. Potency, µM (doses to about 45.6 µM), for the others: top-dose activation, usual class: activators. 380,000 tested, 0.007% active. AID 624172; further: potency means the concentration at half of the fitted maximal effect; % of control where 0% means no effect
HEK293 tox: cytotoxic in the GLP-1 receptor inverse agonist counter-screen | HEK293 cAMP-luciferase reporter cells, luminescence, 24 h | Potency, µM (highest dose often 38.3 µM), inactives show at the highest dose activity change, negative = inhibition, usual class: inhibitors | 410,000 tested, 0.13% active | AID 624418;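 further: loss of luciferase light is scored as toxicity; potency means the concentration at half of the fitted maximal effect; on the % scale 0 is the no-effect control and ±100 the full control effect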
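1536-well qHTS counterscreen of the MLSMR; 200 cells/uL, 12 h pre-incubation, 23 nL cpd, 24 h at 37 deg C 5% CO2, luciferase detection reagent, 12 min RT, luminescence. Inhibition = undesired.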
IL2 activator: activates IL-2 in a cell-based reporter assay; 360,000 tested, 0.065% active; activation, % (series mostly up to about 46 µM); IL-2 activation reporter assay, cell-based qHTS; stimulated with anti-CD3/CD4/CD28 beads; in transgenic mouse T cells; in the data active means activation above about 50%; inconclusive means mostly about 30% to 49%; further: 0% is about no effect
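Unstimulated transgenic mouse T cells, 750 per well, received compound and, after 60 minutes, anti-CD3/anti-CD4 bead plus anti-CD28 stimulation. EGFP and DsRed were quantified after 18 hours.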
Numbers without * were called inactive; u = inconclusive; x = not tested or not shown; [ ] = remark or other dose. Unless noted, the call rests on the fitted dose curve; in most records, active means well fitted curve in the direction sought with a large enough effect; inconclusive means small, poorly fitted or top-dose-only effect, or another doubt; inactive means no such curve, though single readings can be large; an effect the other way counts as inactive or inconclusive.

SMILES	D3 antag	GLP1R inv ag	PI5P4K alpha inh	PLK1 PBD inh	WRN helicase inh	DRD3 agonist	GLP-1R agonist	HEK293 tox	IL2 activator
COc1ccc(Cn2cc(CN3CC(N4CCSCC4)CS3(=O)=O)nn2)cc1 (stereo not drawn)	25	14%	-5	-8%	1%	5	-3%	-7%	-0.7
O=c1[nH]c(CCl)nc2cc(-c3ccc(F)cc3)sc12	-11	u	-10	-18%	-24%	-4	-1%	-4%	-3.8
Cn1c(=O)oc2cc(S(=O)(=O)N3CCCC(C(=O)N4CCN(c5ccccc5F)CC4)C3)ccc21 (stereo not drawn)	x	11%	x	x	x	0	-2%	0%	x
CCOc1cc(CNc2ccc3c(c2)OCCO3)cc(Br)c1OCC	40	2.2µM*	18	1%	-11%	4	1%	-29%	0.1
O=C(NCCN1CCOCC1)c1cccc(S(=O)(=O)NCc2ccccc2)c1	16	13%	5	1%	-3%	-10	-30%	0%	-3.1
COCCNC(=O)C1CCCN(C(=O)c2cc(C)nn2C(C)(C)C)CC1 (stereo not drawn)	16	8%	1	3%	-5%	10	-6%	3%	0.0
COc1cc2c(cc1CNC[C@H]1O[C@@H](n3ccc(N)nc3=O)[C@H](O)[C@@H]1O)OCO2	2	14%	2	-4%	-2%	5	1%	-28%	-0.8
CC(Oc1ccc2c(-c3ccccc3)cc(=O)oc2c1)C(=O)NCCN1CCOCC1 (stereo not drawn)	-6	-14%	-7	-4%	5%	-7	11%	3%	-2.3
CCOC(=O)c1sc(NC(=O)CNC(=O)Cn2cnc3sc(C)c(C)c3c2=O)nc1C	29	-15%	2	1%	-14%	1	5%	5%	-2.5
COc1ccc(NC(=O)CN2CCN(c3nc(-c4ccc(F)cc4)cs3)CC2)c(OC)c1	14	u	19	2%	-10%[57.1 µM]	5	12%	4%	-1.7
CCCn1c(N2CCN(CC(=O)c3c(C)n(C)c4ccc(OC)cc34)CC2)nc2c1c(=O)[nH]c(=O)n2C	0	9%	-3	-5%	-18%	-9	7%	5%	1.3
Cc1ccc2nc(SC(C)C(=O)N3CCCCC3)[nH]c2c1 (stereo not drawn)	4	19%	2	-1%	-11%	-7	-3%	1%	-0.3
COC(=O)c1ccccc1NC(=O)Nc1cccc(C)n1	22	21%	4	5%	-2%	-7	0%	4%	1.8
CCOc1ccc(NC(=O)CCC(=O)NNC(=O)NC2CCCCC2)cc1	-3	8%	4	-2%	u	-8	13%	-3%	-3.0
CCOC(=O)C1CN(S(=O)(=O)c2ccc(OC)cc2)c2ccccc2O1 (stereo not drawn)	-9	-19%	7	-10%	6%	-7	16%	-22%	0.3
FC(F)(F)c1cnc(N/N=C/c2ccncc2)c(Cl)c1	3	15%	-1	5%	-5%	-8	1%	-4%	-2.3
O=C(N/N=C/c1c[nH]c2ccccc12)c1ccn(Cc2ccc(Cl)cc2Cl)n1	11	u	-10	5%	-10%	-3	-17%	2%	-0.7
Cc1noc(C)c1COc1ccc(C(=O)OCC(=O)NC2CCCCC2C)cc1 (stereo not drawn)	42	-7%	-5	3%	8%	6	5%	-5%	0.6
CCOc1ccc(S(=O)(=O)NCC(=O)NC2CCCCC2)cc1	-14	8%	4	-9%	17%	-13	3%	-5%	-0.1
COc1ccc(NC(=O)Nc2ccccc2C)c(OC)c1	3	-4%	12	-6%	-4%	0	-10%	6%	0.0

Some entries already given, reduced to GLP1R inv ag:
| mol | GLP1R inv ag |
| --- | --- |
| FC(F)(F)c1cnc(N/N=C/c2ccncc2)c(Cl)c1 | 15% |
| O=C(N/N=C/c1c[nH]c2ccccc12)c1ccn(Cc2ccc(Cl)cc2Cl)n1 | u |
| Cc1noc(C)c1COc1ccc(C(=O)OCC(=O)NC2CCCCC2C)cc1 (stereo not drawn) | -7% |
| CCOc1ccc(S(=O)(=O)NCC(=O)NC2CCCCC2)cc1 | 8% |

The list continues.
SMILES	D3 antag	GLP1R inv ag	PI5P4K alpha inh	PLK1 PBD inh	WRN helicase inh	DRD3 agonist	GLP-1R agonist	HEK293 tox	IL2 activator
COc1ccc(C)cc1NC(=O)CN1C(=O)COc2ccc(C)cc21	9	-16%	0	-19%	-28%	-1	-4%	5%	-0.8
COC(=O)C1CC2=C(CCCC2=O)N(Cc2ccccc2)C1=O (stereo not drawn)	-11	2%	0	-15%	6%	8	4%	-2%	-0.2
COc1ccc(CC(=O)Nc2nc(-c3ccccc3)c(C(C)=O)s2)cc1OC	14	12%	1	-1%	-3%	12	24%	-18%	-0.7
O=C(Nc1ccc(-c2nc3ccccc3[nH]2)cc1)c1c(F)c(F)c(F)c(F)c1F	-11	-7%	-14	-8%	-12%	8	4%	-4%	0.2
C[C@H](CO)N1C[C@H](C)[C@@H](CN(C)S(C)(=O)=O)Oc2ccc(NC(=O)c3ccncc3)cc2C1=O	-3	0%	4	-8%	-3%	0	9%	-28%	-1.9
Cn1ncc2c(Nc3ccc(-c4ccccc4)cc3)ncnc21	19	6%	x	-2%	-6%[57.1 µM]	16	16%	-7%	-2.5
CCc1ccccc1NC(=O)CSC1=C(C#N)C(c2ccc3c(c2)OCO3)C2=C(CCCC2=O)N1 (stereo not drawn)	-18	-19%	x	u	-10%	-10	-9%	u	1.2
COc1ccc(OC)c(/C=N/NC(=O)CCc2c(C)n[nH]c2C)c1	-1	20%	-2	-5%	5%	1	5%	-1%	1.9
CC1CCCN(c2cc3c(cc2[N+](=O)[O-])C(=O)N(c2ccccc2)C3=O)C1 (stereo not drawn)	9	-3%	5	-9%	-19%	2	-3%	-5%	1.8
CC(=O)Nc1cccc(NC(=O)CCNC(=O)c2ccc(Cl)cc2)c1	-5	3%	1	-10%	6%[11.6 µM]	-1	1%	8%	-2.8
CCN(CC)C(=O)C1CCCN(C(=O)CCn2nnnc2CN2CCOCC2)C1 (stereo not drawn)	10	5%	0	-2%	7%	-1	-6%	-10%	0.0
O=C(O)CCC(=O)NNC(=O)c1cccs1	-18	25%	1	-17%	-2%	-2	1%	11%	0.7
O=C(c1cc2ccccc2oc1=O)N(Cc1ccco1)CC1CCCO1 (stereo not drawn)	18	-2%	x	-6%	-1%	-8	-2%	-8%	-0.1
C(=NN1CCCCCC1)c1ccc2ccccc2n1	5	-79%	-24	2%	1%	-4	-6%	u	0.3
COc1ccc(NC(=O)CSc2nnnn2C)cc1	4	9%	1	1%	5%	3	1%	7%	1.6
CN(Cc1nc2c(s1)CCCC2)C(=O)CCc1nnc(-c2ccc3c(c2)OCO3)o1	10	-6%	8	-3%	-6%	18	4%	-27%	-3.2
O=C1NC(=S)S/C1=C\c1coc2ccc(O)cc2c1=O	-4	18%	-100*	u	u	2	-1%	-18%	1.9
CCn1nc(NS(=O)(=O)c2ccc(NC(C)=O)cc2)c2cc3ccc(C)cc3nc21	-11	47%[activator]	15	u	-8%	-11	-2%	-7%	-1.2
CCN1CCN(c2ccc(S(=O)(=O)N3CCCCC3)cc2NC(=O)COc2ccccc2)CC1	u	u	-2	-10%	-20%	-14	1%	-3%	-0.6
Brc1ccc(C2=Nn3c(Cn4nnc5ccccc54)nnc3SC2)cc1	-4	13%	-4	12µM*	3%	1	1%	-5%	-0.5
Cc1ccc(C(=O)NCCN2C3=NC[C@H](C(C)C)N3C[C@H]2Cc2ccc(O)cc2)cc1Br	0	u	4	-16%	-2%	-44	-1%	16%	0.0
Cc1[nH]nc(-c2ccc(OCc3cnn(-c4ccccc4)c3)cc2O)c1Oc1ccc(Cl)cc1	26	u	-5	-13%	-3%	-1	-2%	11%	-2.0
Cc1cc(/C(N)=N/OC(=O)c2cccc(Cl)c2)no1	3	-15%	-9	-8%	u	-17	2%	-2%	1.3
CN(Cc1ccco1)C(=O)CC[C@H]1O[C@@H](n2ccc(=O)[nH]c2=O)[C@H](O)[C@@H]1O	0	32%[activator]	-6	-13%	2%	-7	-1%	1%	0.5
COc1ccc(S(=O)(=O)NC(C)C(=O)NCC2CCCO2)cc1OC (stereo not drawn)	-2	8%	-7	-2%	-2%[57.1 µM]	-14	11%	15%	-0.1
CCC(NC(=O)c1ccccc1NC(=O)c1ccc(OC)cc1)C(=O)N1CCCC1 (stereo not drawn)	1	4%	1	-10%	6%	1	-2%	-2%	1.5
CC(C)(C)c1cc(C(=O)NCCN2CCCC2)cc(C(C)(C)C)c1	u	13µM*	2	2%	3%	-20	0%	0%	-0.3
COc1ccc(-n2c(=O)[nH]c3c(C(N)=O)nc(C4CCCCC4)nc32)cc1	2	31%[activator]	1	-5%	-4%	-1	0%	0%	1.0
COCCNC(=O)c1cccc(OC2CCN(Cc3ccc(C(=O)OC)cc3)CC2)c1	-19	-28%	-1	-3%	-3%	-19	-7%	-7%	0.0
CC[C@@]12C(=O)N(c3cccc(C)c3)C(=O)N1[C@H](c1ccc(Br)cc1)[C@@H]1C(=O)N(C(C)(C)C)C(=O)[C@@H]12	1	u	7	0%	-12%	-29	2%	9%	-0.6
COc1ccc(S(=O)(=O)N2CCCOC2CNC(=O)C(=O)NCc2ccco2)cc1 (stereo not drawn)	9	21%	4	2%	-1%	3	0%	2%	1.5
O=C(CCc1c[nH]c2ccccc12)OCc1cccc([N+](=O)[O-])c1	-10	9%	-4	-4%	-29%	-1	17%	9%	-2.3
Cc1cc(C)n(-c2nc(NCc3cccnc3)c3c4c(sc3n2)COC(C)(C)C4)n1	-26	-21%	-3	-24%	6%	-9	11%	u	-2.2
O=C(Nc1ccccc1N1CCOCC1)c1ccc([N+](=O)[O-])o1	12	6%	0	-5%	0%	2	-10%	-1%	-0.6
CCOc1cc(/C=C/c2ccc3cccc([N+](=O)[O-])c3n2)ccc1O	u	4%	-2	1%	-36%	-3	2%	1%	4.1
Cc1ccc(N(C)S(=O)(=O)c2c(-c3ccccc3)csc2C(=O)O)cc1	x	-21%	x	x	x	2	-1%	0%	x
